Keap1 Nrf2 FP: inhibitors of human Keap1-Nrf2 protein-protein interaction. Q14145. Keap1 Kelch-Nrf2 peptide fluorescence polarization, 1536-well. inhibition, % at 9.4 µM. actives 0.15% (n = 340,000). AID 504523; in the data active means inhibition above about 12%;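 further: human Keap1 Kelch domain with fluorescein labeled Nrf2 9mer peptide probe; 0% = neutral control wells and 100% = peptide positive control; higher means more block of Keap1 binding to Nrf2 peptide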
CAL PDZ FP-1: blocks peptide binding to the human CAL PDZ domain | Q9HD26 | purified CAL PDZ, TMR-peptide fluorescence polarization, 1 h | inhibition, % at 24.9 µM | actives 0.92% (n = 300,000) | AID 602252;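 active means mean inhibition of at least 30% with at least half of replicates also reaching 30%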;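 further: 0% = DMSO neutral control and 100% = excess unlabeled competitor peptide PRC23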
CAL PDZ FP-2: blocks peptide binding to human CAL PDZ domain; Q9HD26; actives 0.02% (n = 330,000); AID 504414; purified CAL PDZ, TMR-peptide fluorescence polarization, 1 h; inhibition, % at 20 µM;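 active means highest replicate inhibition of at least 40%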;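 further: plate controls were DMSO neutral control wells for no effect and unlabeled competitor peptide control wells for full effect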
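Assay system – tagged CAL PDZ protein CerCALP, purified · Timing – 1 h at RT · Compound – single point, 20 µM · Measured by – fluorescence polarization from S- and P-plane intensities, G-factor corrected · Evaluation – inhibition from polarization loss · Probe or stimulus – TMR reporter peptide T*-PRC34 · Buffer or medium – pH 7.4 phosphate-saline buffer, reducing agent, detergent, IgG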
SR-BI DiI-HDL act: activators of SR-BI mediated HDL lipid uptake; CHO ldlA[mSR-BI] cells, DiI-HDL uptake fluorescence, 3 h; 100 = double the neutral-control signal; activation, % at 12.5 µM; actives 0.096% (n = 320,000);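 active means mean replicate activation of at least 60% and every replicate at or above 60%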;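 further: 0% = median plate neutral-control signal and 100% = twice that signal; values of inactives mirror those of a sister screen read the other way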
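Material: SR-BI-overexpressing, LDLR-lacking CHO cells; schedule: compound exposure 3 h, 37 °C; reagent: DiI-labelled HDL at 10 µg/mL final; technique: bottom-read fluorescence, 550/595 nm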
RTF Ca sens act: cardiac RTF calcium sensitization | IANBD-labeled TnC RTF fluorescence at EC20 calcium; 0% EC20 calcium, 100% full calcium | AID 493008 | actives 0.24% (n = 340,000) | activation, % at 7.2 µM;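 active means activation above the mean over all tested compounds plus 3 SD, cut at about 30% in these data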;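 further: rise in fluorescence read as greater calcium sensitivity of cardiac thin filaments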
Cardiac RTF inh: cardiac RTF calcium desensitization; P19429+P45379; IANBD-labeled cardiac RTF, Ca2+ fluorescence; inhibition, % at 7.15 µM; actives 0.12% (n = 340,000); AID 493244;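 active means inhibition above the mean inhibition of all tested compounds plus 3 SD, cut at about 17% in these data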;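 further: assay run at fixed EC70 calcium of 1.6 mM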
LANA DNA inh: inhibitors of KSHV LANA C-terminal domain DNA binding. MBP-C-LANA/FAM-LBS DNA binding, fluorescence polarization. AID 504423. actives 0.078% (n = 340,000). inhibition, % at 9 µM;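 active means highest replicate inhibition at or above 60% at 9 µM, even if other replicates fall short; inactive means all replicates below 60% inhibition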;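 further: 0% = neutral control wells and 100% = 4 µM acridine orange control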
Rtt109 Vps75: blocks Candida albicans Rtt109/Vps75 acetyltransferase activity; purified Rtt109/Vps75, ThioGlo CoA-SH fluorescence, 4 h; actives 0.16% (n = 330,000); AID 540336; inhibition, % at 34.9 µM;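 active means inhibition of at least 50% in every replicate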
PKA-R2B activ: PKA-R2B complex activation; PKA-R2B holoenzyme dissociation, Cy5-IP20 fluorescence polarization; R2B truncated from residue 108, S112A mutant; 0% DMSO only, 100% 113 µM cGMP; P22694+P31323; actives 0.079% (n = 340,000); activation, % at 11.4 µM; AID 504700;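 active means activation above a cutoff set at the mean over all compounds plus 3 SD, cut at about 18% in these data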;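 further: higher means more holoenzyme dissociation and a rise in polarization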
Target sequence (P31323 whole entry, looked up, other chains not shown, the tested form may be a part): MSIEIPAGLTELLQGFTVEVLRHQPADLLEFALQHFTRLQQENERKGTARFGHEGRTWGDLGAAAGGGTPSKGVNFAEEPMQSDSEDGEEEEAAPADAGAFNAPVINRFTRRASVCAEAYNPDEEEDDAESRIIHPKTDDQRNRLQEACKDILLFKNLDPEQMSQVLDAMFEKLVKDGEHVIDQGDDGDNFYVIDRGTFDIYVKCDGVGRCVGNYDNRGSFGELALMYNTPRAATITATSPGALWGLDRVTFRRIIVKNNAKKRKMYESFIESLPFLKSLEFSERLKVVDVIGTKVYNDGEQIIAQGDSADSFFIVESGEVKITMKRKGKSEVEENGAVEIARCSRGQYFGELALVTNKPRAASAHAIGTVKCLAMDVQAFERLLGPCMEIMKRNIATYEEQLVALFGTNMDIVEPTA
DAGLB inh: diacylglycerol lipase beta (human) inhibition | HEK293T DAGLB membrane lysate, EnzChek fluorogenic substrate | inhibition, % at 5.17 µM | actives 0.059% (n = 340,000) | AID 504411; in the data active means inhibition above about 34%;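 further: 0% = enzyme with vehicle and 100% = wells lacking enzyme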
Target sequence (Q8NCG7 whole entry, looked up): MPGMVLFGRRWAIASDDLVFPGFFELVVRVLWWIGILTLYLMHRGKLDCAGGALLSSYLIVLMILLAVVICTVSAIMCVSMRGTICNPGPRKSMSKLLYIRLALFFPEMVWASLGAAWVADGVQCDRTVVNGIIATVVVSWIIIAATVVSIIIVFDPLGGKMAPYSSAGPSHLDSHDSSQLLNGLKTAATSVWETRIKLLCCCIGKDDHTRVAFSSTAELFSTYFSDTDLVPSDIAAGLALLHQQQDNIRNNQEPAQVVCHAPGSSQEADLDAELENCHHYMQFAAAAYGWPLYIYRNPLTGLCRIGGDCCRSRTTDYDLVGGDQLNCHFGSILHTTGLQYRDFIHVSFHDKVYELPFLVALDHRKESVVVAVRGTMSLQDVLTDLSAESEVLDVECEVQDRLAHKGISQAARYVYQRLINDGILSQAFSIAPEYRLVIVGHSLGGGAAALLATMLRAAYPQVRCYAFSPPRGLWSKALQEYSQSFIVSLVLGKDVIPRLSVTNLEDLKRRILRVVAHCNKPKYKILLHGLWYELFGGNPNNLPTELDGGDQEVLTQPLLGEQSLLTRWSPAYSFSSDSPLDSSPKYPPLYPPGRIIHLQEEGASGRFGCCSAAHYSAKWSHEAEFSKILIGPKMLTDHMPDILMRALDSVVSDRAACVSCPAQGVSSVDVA
Starred values were filed as active, the others as inactive; x = no result given; & = joins results of further samples.

SMILES	Keap1 Nrf2 FP	CAL PDZ FP-1	CAL PDZ FP-2	SR-BI DiI-HDL act	RTF Ca sens act	Cardiac RTF inh	LANA DNA inh	Rtt109 Vps75	PKA-R2B activ	DAGLB inh
O=C(NCCc1nnc2ccc(SCC(=O)N3CCCC3)nn12)c1ccc(F)cc1	1	-4	-1.4	7	0	-1	-3.7	1	9	-2
COc1ccc(Nc2nc(-c3ccc4c(c3)NC(=O)CO4)cs2)cc1	-3	-13	-5.2	-44	-1	-15	-0.7	1	11	8
CSc1ccccc1-c1nnc(NC(=O)Cc2ccccc2)o1	1	-4	-1.7	12	3	-6	-0.8	-4	6	-1
CCCn1c(SCC(=O)c2ccc3c(c2)OCCO3)n[nH]c1=O	-2	x	-0.7	30	0	-12	-1.2	-1	15	0
Cc1[nH]c(C)c2c(=O)[nH]ncc12	-1	-4	-0.6	8	8	2	-4.5	-4	5	-1
Cc1ccc(/C=C2/NC(=O)N(c3ccccc3)C2=O)o1	-3	-1	-1.0	25	1	-5	0.4	-15	-9	3
CC(C)(C)N1CCC1CN (centres undefined)	1	-3	0.8	6	0	-6	0.8	-8	8	-7
O=[N+]([O-])c1cccc(NC(=S)Nc2nc(-c3ccccc3Cl)cs2)c1	-4	5	-2.3	-84	-1	-8	-0.1	-15	2	0
CC(C)NCc1cccc([N+](=O)[O-])c1	6	-3	0.7	9	1	6	2.1	4	-11	1
O=c1ccc2cc3ccoc3cc2o1	-5	-2	0.0	-1	-1	-5	-0.2	-9	-9	-1
CC(=O)c1ccc(NC(=S)Nc2ccc3[nH]c(=O)[nH]c3c2)cc1	-1	3	-15	-14	-4	-2	-1.4	-1	5	-1
N=C1C(c2ccccc2)=C(O)CN1c1ccccc1	-4	2	-1.9	10	6	5	0.4	-24	6	0
COc1ccc(C2C3=C(CC(C)(C)CC3=O)N(C)C3=C2C(=O)CC(C)(C)C3)cc1OC	-10	x	0.4	-9	0	-10	0.7	7	-4	4
COc1cccc(-c2ncc3ccccc3c2COC(=O)CCC(=O)O)c1	-3	2	1.6	21	2	-4	-0.7	4	4	0
Cc1nnc(SCC(=O)Nc2nsc(-c3ccc(Cl)cc3)n2)s1	-2	-4	-3.2	-16	-2	-5	-0.3	1	0	0
Cc1oc(-c2ccccc2)nc1CSc1nc2c(c(=O)[nH]1)CCC2	-7	x	-0.6	3	-3	-1	-0.9	7	-11	3
O=C(CN1CCN(Cc2ccccc2F)C1=O)NCCN1CCOCC1	2	-5	0.5	10	-3	-8	0.3	0	-3	6
O=C(O)C1CCCCC1C(=O)Nc1ccc2c(c1)OCO2 (centres undefined)	5	0	0.5	-5	3	-14	0.2	0	-2	-2
O=C(O)C1C2CC2CN1C(=O)c1ccc(Cl)cc1 (centres undefined)	-2	0	-0.1	8	x	x	-0.3	-3	x	x
COc1ccccc1C(=O)NCCC(=O)NCCC12CC3CC(CC(C3)C1)C2	0	-4	-1.0	17	-1	0	-0.9	14	4	-1
COc1cc(NC(=O)c2ccc(Cl)cc2)c2ncccc2c1	-4	6	-0.4	-36	4	-9	0.4	-11	-10	-4
CCC(C)NC(=O)c1c(C)cc(=O)oc1C (centres undefined)	0	-12	0.1	9	-2	-7	-0.7	-14	-10	1
C=CCn1c(C)cc(C(=O)COC(=O)CNC(=O)c2ccccc2)c1C	0	2	0.1	8	1	-5	0.1	3	-7	0
Cc1nc(N2CCN(c3ccccc3F)CC2)[nH]c(=O)c1C	-3	-1	-0.4	12	9	-9	-3.0	2	-12	0
CCOC(=O)c1ccc(NC(=S)N(Cc2cccnc2)Cc2ccco2)cc1	0	0	0.2	-12	1	-7	-1.2	3	-3	2
CCOc1ccc(S(=O)(=O)N2CCC(C(=O)OC(C)C(=O)N(C)C3CCCCC3)CC2)cc1 (centres undefined)	-1	-4	-1.9	-22	-4	-1	-0.2	-3	-10	-2
CCc1nnc(NC(=O)C2CCCN2S(=O)(=O)c2ccccc2)s1 (centres undefined)	0	21	-2.1	11	0	-21	0.1	-7	-4	1
CCN=C1SC(CC(=O)NCCc2ccc(OC)cc2)C(=O)N1CC (centres undefined)	-3	-3	-0.9	-7	9	6	-4.6	9	-9	-4
CN(c1ccccc1)S(=O)(=O)c1cccc(NS(=O)(=O)c2cccc(C(=O)O)c2)c1	9	0	-0.2	8	-6	-9	-2.6	12	-6	10
O=C(Nc1cccc(C(=O)Nc2cccc(Br)c2)c1)c1ccccc1	-6	1	-2.1	-64	-2	6	-0.4	-2	-13	-1
Nc1c2c3c(sc2nc(=O)n1N)CCCC3	-5	x	-2.0	-1	8	-11	0.9	-3	6	0
CC(C)OP(=O)(c1ccc(N(C)C)cc1)C(O)c1ccncc1 (centres undefined)	-4	1	0.2	8	-2	0	-0.9	-5	-19	-5
O=C(NNC(=S)NCc1ccco1)C(c1ccccc1)c1ccccc1	-4	x	-0.4	-3	-3	-13	-0.7	3	-4	-1
COc1ccc(N(C(=O)c2ccco2)S(=O)(=O)c2cccc([N+](=O)[O-])c2)cc1	7	-3	x	21	1	-4	-4.0	7	-3	2
CSc1ccccc1NC(=O)Nc1cccc(F)c1	-4	-1	-2.8	-25	-4	-22	-1.9	4	-2	-2
COc1cccc(C2/C(=C(\O)c3ccc4c(c3)OCO4)C(=O)C(=O)N2CCN(C)C)c1OC (centres undefined)	2	x	0.1	-11	1	-2	0.0	-3	-2	-3
CN(C(=O)C12CC3CC(CC(C3)C1)C2)C1CCS(=O)(=O)C1 (centres undefined)	-2	1	-0.5	7	0	2	2.9	3	-14	0
Cc1noc(C)c1CSc1ccc(Br)cc1	-2	-3	-0.2	18	-2	3	0.4	-1	9	-1
O=C(N/N=C/c1cc2c(cc1Br)OCO2)c1cccnc1	5	-4	-2.7	-30	-4	-11	-0.3	3	-4	2
Cc1cc(C(=O)N2CCCC(N3CCN(Cc4ccc5c(c4)OCO5)CC3)C2)n[nH]1 (centres undefined)	0	3	0.0	30	1	-4	-0.9	-7	0	1
Cc1ccc(NC(=O)c2cc(S(=O)(=O)N3CCCCC3)ccc2N2CCOCC2)cc1S(=O)(=O)N(C)C	-2	x	0.0	-1	83*	-110	-0.6	10	0	-12
COc1cccc(C(=O)NN2C(=S)N(c3ccccc3)C(=O)C2CC(N)=O)c1 (centres undefined)	-3	-3	-0.7	25	4	-7	2.6	-6	5	-1
CCCCn1nc(NC(=O)c2cccs2)c2cc3ccccc3nc21	-5	x	-1.8	-46	-3	0	0.0	0	-12	-2
CCN(CC)c1ccc(/C=C2/C(=O)c3ccc(C(=O)O)cc3C2=O)cc1	-178	-4	-1.4	22	78*	-115	-45	-5	1	-100
O=C(Nc1ccccc1)C1=C[C@H](c2csc3ccccc23)C[C@H](OCc2ccc(CO)cc2)O1	-5	-2	-0.9	20	6	-8	4.7	-8	-11	-7
O=C(Nc1ccccc1)C1=C[C@@H](c2ccc(C(F)(F)F)cc2)C[C@@H](OCc2ccc(CO)cc2)O1	-8	0	-0.4	-36	2	0	-2.5	-1	-14	-6
COc1ccc(C(=O)Nc2ccc(S(=O)(=O)NC(C)(C)C)cc2)cc1[N+](=O)[O-]	4	x	-0.7	-59	2	-3	-2.1	30	-16	0
Cn1c(=O)[nH]c(=O)c2c1nc(N1CCCCC1)n2CC(O)COc1ccccc1 (centres undefined)	-1	-1	-0.8	12	-9	4	1.3	8	-1	-3
O=C(CSc1nnc2n1CCCN2)c1ccc(Cl)cc1	-1	2	-1.5	39	-7	-4	0.8	3	8	-2
O=C(CSCC(=O)NC1CC1)Nc1ccc2ccccc2c1	3	-2	0.0	-22	-1	-3	1.1	-1	-4	2

An excerpt of these results, as a markdown table.
| Structure | Keap1 Nrf2 FP | CAL PDZ FP-1 | CAL PDZ FP-2 | SR-BI DiI-HDL act | RTF Ca sens act | Cardiac RTF inh | LANA DNA inh | Rtt109 Vps75 | PKA-R2B activ | DAGLB inh |
| --- | --- | --- | --- | --- | --- | --- | --- | --- | --- | --- |
| Cc1ccc(NC(=O)c2cc(S(=O)(=O)N3CCCCC3)ccc2N2CCOCC2)cc1S(=O)(=O)N(C)C | -2 | x | 0.0 | -1 | 83* | -110 | -0.6 | 10 | 0 | -12 |
| COc1cccc(C(=O)NN2C(=S)N(c3ccccc3)C(=O)C2CC(N)=O)c1 (centres undefined) | -3 | -3 | -0.7 | 25 | 4 | -7 | 2.6 | -6 | 5 | -1 |
| CCCCn1nc(NC(=O)c2cccs2)c2cc3ccccc3nc21 | -5 | x | -1.8 | -46 | -3 | 0 | 0.0 | 0 | -12 | -2 |
| CCN(CC)c1ccc(/C=C2/C(=O)c3ccc(C(=O)O)cc3C2=O)cc1 | -178 | -4 | -1.4 | 22 | 78* | -115 | -45 | -5 | 1 | -100 |

(list continues)
SMILES	Keap1 Nrf2 FP	CAL PDZ FP-1	CAL PDZ FP-2	SR-BI DiI-HDL act	RTF Ca sens act	Cardiac RTF inh	LANA DNA inh	Rtt109 Vps75	PKA-R2B activ	DAGLB inh
Cc1cccc(OCC(=O)Nc2ccc(NC(=O)c3ccccc3)cc2)c1	2	1	-1.5	-5	-2	-7	0.0	0	-7	1
CCc1ccc(OCC(=O)NC(NC(=S)Nc2ccccc2)C(Cl)(Cl)Cl)cc1 (centres undefined)	2	-3	-3.0	-10	-12	-4	0.1	-5	10	-4
O=C(NCCc1ccccc1)C(=O)NCC1OCCCN1S(=O)(=O)c1cc(F)ccc1F (centres undefined)	-1	0	-0.4	1	2	-6	-0.2	1	-5	2
CC12CCC(C(=O)NNc3ccc([N+](=O)[O-])cc3)(OC1=O)C2(C)C (centres undefined)	0	18	0.1	8	3	0	-0.6	-15	11	-1
CCCCn1c(=NC(=O)c2cccnc2)c(C#N)cc2c(=O)n3cccc(C)c3nc21	2	-5	-0.8	41	14	-19	2.8	-111	-8	3
COc1cc2c(cc1OC)CN(C(=O)c1ccc(S(=O)(=O)N(C)c3ccccc3)cc1)CC2	0	3	-0.1	-53&-49	9	2	0.5	12&1	2	-1
COc1cccc(NC(=S)N2CCC(Cc3ccccc3)CC2)c1	0	-1	-2.0	-9	-4	2	0.3	8	-9	-6
O=C(NCCN1CCC(Cc2ccccc2)CC1)C1CCCN(S(=O)(=O)c2cnc[nH]2)C1 (centres undefined)	0	-5	-1.2	-1	-6	-1	1.8	0	1	0
COc1ccc(C2/C(=C(/O)c3ccc(C)cc3)C(=O)C(=O)N2c2ccccn2)cc1OC (centres undefined)	0	-2	-3.2	x	-5	0	-1.4	6	-5	3
O=C(Nc1ccc(C(=O)N2CCOCC2)cc1)c1ccccc1[N+](=O)[O-]	0	-2	-0.1	-1	4	1	-0.7	14	-6	1
COc1ccccc1CN=C1NC(=O)C(CC(=O)Nc2ccc(OC)c(OC)c2)S1 (centres undefined)	-3	-2	-0.5	-16	-1	-4	0.6	-20	-4	4
Cn1cnc(S(=O)(=O)Nc2ccc3c(c2)OCCO3)c1	-6	x	-3.0	0	x	x	-0.9	-3	x	x
Cn1ccnc1C(O)(c1ccccc1)c1nccn1C	-2	-2	10	x	2	-8	1.2	-8	6	-1
